High-throughput results from PubChem BioAssay.
Nrf2 ARE act – Nrf2 pathway activation; Potency, µM (highest dose often 46.1 µM), for inactives: at the top dose activation, usual class: activators; AREc32 ARE-luciferase reporter (MCF7-derived line), luminescence, 24 h; 410,000 tested, 0.31% active; AID 624171; note: potency is the fitted concentration of half-maximal effect; % of control where 0% means no effect; nearly all actives have a fitted effect of over 65% in size
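Luminescent ARE reporter assay in AREc32_Fluc cells: overnight plating at 37 deg C, 24 hr compound incubation, Steady-Glo added, 30 min RT before reading.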
EPAC2 ag – activates human EPAC2 exchange factor | EPAC2 activation, biochemical qHTS; response scale: 100% = 6.5 mM cAMP response | Q8WZA2 | Potency, µM (series often up to 154 µM), without a hit: at the highest dose activation, actives largely listed as activators | 360,000 tested, 0.079% active; note: potency is the fitted concentration of half-maximal effect; nearly all actives have a fitted effect of over 50% in size
Target sequence (Q8WZA2 whole entry, looked up): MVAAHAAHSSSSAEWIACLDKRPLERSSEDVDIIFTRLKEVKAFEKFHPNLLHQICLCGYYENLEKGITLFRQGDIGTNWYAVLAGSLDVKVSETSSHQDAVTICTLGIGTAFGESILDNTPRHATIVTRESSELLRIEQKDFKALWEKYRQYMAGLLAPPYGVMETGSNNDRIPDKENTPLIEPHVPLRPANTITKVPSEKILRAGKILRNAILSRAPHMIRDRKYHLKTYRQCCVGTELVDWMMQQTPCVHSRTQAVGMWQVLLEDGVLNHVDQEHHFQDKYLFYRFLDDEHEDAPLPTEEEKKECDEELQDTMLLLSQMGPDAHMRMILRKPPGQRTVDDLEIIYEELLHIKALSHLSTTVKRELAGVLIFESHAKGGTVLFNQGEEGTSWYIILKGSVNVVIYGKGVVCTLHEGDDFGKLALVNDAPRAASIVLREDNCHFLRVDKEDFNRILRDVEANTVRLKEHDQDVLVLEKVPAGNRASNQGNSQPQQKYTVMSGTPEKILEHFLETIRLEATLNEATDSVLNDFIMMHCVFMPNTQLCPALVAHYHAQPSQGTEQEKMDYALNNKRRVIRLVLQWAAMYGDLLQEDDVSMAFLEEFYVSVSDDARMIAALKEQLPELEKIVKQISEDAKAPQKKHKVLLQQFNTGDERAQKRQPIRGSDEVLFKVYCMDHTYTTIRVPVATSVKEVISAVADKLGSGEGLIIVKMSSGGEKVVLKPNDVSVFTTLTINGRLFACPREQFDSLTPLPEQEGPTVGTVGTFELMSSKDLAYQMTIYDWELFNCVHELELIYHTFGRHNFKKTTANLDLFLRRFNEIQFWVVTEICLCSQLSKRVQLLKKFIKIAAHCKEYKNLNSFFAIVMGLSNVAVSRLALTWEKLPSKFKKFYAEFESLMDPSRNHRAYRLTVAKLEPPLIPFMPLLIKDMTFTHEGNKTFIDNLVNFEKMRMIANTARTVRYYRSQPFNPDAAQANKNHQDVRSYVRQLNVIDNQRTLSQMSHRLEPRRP
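Nucleotide exchange monitored as fluorescence drop when BODIPY-GDP leaves Rap1B. Reaction: 100 nM EPAC2, 250 nM RAP1B-BODIPY-GDP, 50 uM GDP, room temperature, kinetic read over 30 min. Activity expressed relative to 6.5 mM cAMP.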
CCT modulator – cytosolic chaperonin activity modulation; purified chaperonin ATPase assay, HTRF ADP detection, 30 min; activity change, % (test concentration not listed), hits read low; 360,000 tested, 0.3% active; AID 651819; in the data active = activity change below about -30%; note: % is set by controls: 0 for no effect and ±100 for the full control effect
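TRiC at 40 or 20 nM final (batch-dependent) in 30 mM Tris pH 7.4, 100 mM KCl, 5 mM MgCl2, 1 mM DTT, with compound at single 76 uM and 10 uM ATP, 30 min at 37 deg C. ADP detected by HTRF Transcreener, 665/615 ratio.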
TGFb SMAD3 inh – inhibitors of TGF-b signaling | HepG2 CAGA-GFP TGF-b/SMAD3 reporter, GFP fluorescence, 18 h; TGF-beta stimulated, 500 pg/mL final | Potency, µM (doses to about 46.1 µM), for inactives: at the highest dose activity, negative = inhibition, actives largely listed as inhibitors | 410,000 tested, 1.2% active; note: potency is the fitted concentration of half-maximal effect; % is set by controls: 0 for no effect and ±100 for the full control effect; nearly all actives have a fitted effect of over 65% in size
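Inhibition of TGF-beta-driven CAGA-GFP reporter expression in HEPG2 cells is measured by cellular GFP fluorescence after 18 h stimulation with 500 pg/mL recombinant TGF-beta in 1% FBS medium at 37 degrees C.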
Mm-Cpn inhibitor – blocks the Methanococcus maripaludis chaperonin Mm-Cpn | purified Mm-Cpn ATPase, ADP Transcreener TR-FRET | Potency, µM (doses to about 76.9 µM), for inactives: top-dose activity, negative = inhibition, most hits filed as inhibitors | 330,000 tested, 0.031% active; note: potency is the fitted concentration of half-maximal effect; % is set by controls: 0 for no effect and ±100 for the full control effect; nearly all actives have a fitted effect of over 80% in size
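Reaction buffer contained 30 mM Tris pH 7.4, 100 mM KCl, 5 mM MgCl2 and 1 mM DTT. Mm-CPN (25 nM final) hydrolysed 10 uM ATP over 30 min at 37°C; ADP was read by HTRF.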
EPAC2 antag – blocks human EPAC2 exchange factor; Q8WZA2; AID 720708; EPAC2 GEF exchange of Rap1B-BODIPY-GDP, fluorescence; Potency, µM (doses to about 114 µM), inactives show at the top dose activity, negative = inhibition, hits mostly inhibitors; 360,000 tested, 0.18% active; note: potency is the fitted concentration of half-maximal effect; % is set by controls: 0 for no effect and ±100 for the full control effect; nearly all actives have a fitted effect of over 45% in size; many of its hits are not listed in these tables
Nrf2 inh – inhibitors of Nrf2 signaling; A549 ARE-Fluc reporter, luciferase luminescence, 18-24 h; Potency, µM (series often up to 46 µM), for the others: at the top dose activity change, negative = inhibition, actives largely listed as inhibitors; 360,000 tested, 2.1% active; note: potency is the fitted concentration of half-maximal effect; % is set by controls: 0 for no effect and ±100 for the full control effect; nearly all actives have a fitted effect of over 60% in size
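A549 ARE_Fluc cells (5000/well, 5% FBS OPTI-MEM) pre-incubated 2 h, then treated with compounds 18-24 h at 37C/5% CO2 in concentration-response. CellTiter-Fluor viability read first; BugLite luciferase luminescence after 15 min at room temperature gives Nrf2 activity.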
Akt phos inh – Akt phosphorylation inhibition. Neuro2A IGF-stimulated pAkt S473 HTRF, 20 min; active compounds read low. AID 651550. 360,000 tested, 0.32% active. activity change, % for hits at 50 µM; in the data active = activity change below about -80%; inconclusive = mostly about -51% to -80%; note: % is set by controls: 0 for no effect and ±100 for the full control effect
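Neuro2A cells in DMEM with 0.5% FBS, overnight at 37 deg C, given compound at single 50 µM final, then IGF (6 nM final) for 20 min at 37 deg C. Lysed; phospho-Akt Ser473 by HTRF after 24 h, 665/615 ratio.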
A549 tox – kills or reduces viability of A549 cells in Nrf2 counter-screen; 390,000 tested, 0.16% active; A549 ARE-Fluc cells, CellTiter-Fluor viability, 18-24 h; AID 504648; Potency, µM (doses to about 46 µM), for the others: top-dose activity change, negative = cytotoxicity, actives largely listed as inhibitors; note: potency is the fitted concentration of half-maximal effect; % is set by controls: 0 for no effect and ±100 for the full control effect
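A549 ARE_Fluc cells in 5% FBS OPTI-MEM were exposed to compounds in concentration-response for 18-24 h at 37 deg C. Viability was read by CellTiter-Fluor fluorescence (Ex 405/Em 525) after 30 min, before the luciferase read.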
Numbers without * were called inactive; i = inactive; ? = inconclusive; . = no result given; [ ] = dose if it differs, or a comment. Unless noted, calls come from the whole dose curve; as a rule, active = well fitted curve in the direction sought with a large enough effect; inconclusive = small, poorly fitted or top-dose-only effect, or another doubt; inactive = no such curve, though single readings can be large; an effect the other way counts as inactive or inconclusive. Not all compounds are listed, so the mix of outcomes need not match the whole.

SMILES	Nrf2 ARE act	EPAC2 ag	CCT modulator	TGFb SMAD3 inh	Mm-Cpn inhibitor	EPAC2 antag	Nrf2 inh	Akt phos inh	A549 tox
CCC1Nc2ncnc(N3CCOCC3)c2N(Cc2ccc(C)cc2)C1=O (stereo not drawn)	-0.3%	5%	0.7	6%	-1%	7%	16%	i	4%
CSc1ccccc1C(=O)OCC(=O)Nc1ccc(N2CCOCC2)cc1	0.0%	-8%	1.3	9%	0%	5%	0%	i	1%
Cc1c(-c2ncn[nH]2)sc(C#N)c1-c1ccccc1	2.2%	13%	-1.5	-1%	-12%	-19%	-5%	i	-1%
CCC(C)N(C(=O)COC(=O)Cc1n[nH]c(=O)c2ccccc12)C1CCS(=O)(=O)C1 (stereo not drawn)	-0.2%	5%	-2.0	0%	1%	-3%	-13%	i	5%
O=C(O)c1cccc(NC(=O)c2ccccc2NC(=O)c2ccco2)c1	-1.0%	7%	-1.0	-6%	0%	11%	0%	i	-1%
COc1cc(-c2c(NC(=O)c3ccco3)oc3ccc(Cl)cc3c2=O)cc(OC)c1OC	0.1%	2%	0.6	5%	.	4%	.	i	.
O=C(N/C(=C/c1ccccc1)C(=O)N1CCCCCC1)c1ccccc1	-0.4%	-1%	-1.2	13%	-1%	18%	-8%	i	-8%
CCN(CC)S(=O)(=O)c1ccc(-c2cc(C(=O)OC)sc2C(F)(F)F)cc1	0.6%	7%	-0.6	-10%	1%	-10%	8%	i	1%
Cc1nnc2c3ccccc3nc(Nc3cccc(O)c3)n12	?	.	.	?	.	.	?	.	5%
Cc1cc(C)c(S(=O)(=O)Nc2cc(C)on2)c(C)c1	0.4%	8%	-0.8	-2%	-1%	7%	-3%	i	1%
CCOC(=O)C1CCN(C(C)=C2C(=O)c3ccccc3C2=O)CC1	2.6%	1%	0.8	1%	1%	0%	2%	i	-11%
C[C@@H]1CN([C@H](C)CO)C(=O)CCCn2nncc2CO[C@H]1CN(C)C(=O)Cc1ccccc1	-1.2%	-1%	2.3	-4%	.	0%	.	i	.
C=CCOc1ccc(CNc2ccc3[nH]c(=O)[nH]c3c2)cc1OC	2.2%	2%	-1.8	13%	0%	11%	5%	i	-2%
O=C(NC1CCOCC1)C1CCC(=O)N(Cc2cccc(C(F)(F)F)c2)C1 (stereo not drawn)	-2.1%	1%	-2.0	-6%	-2%	1%	7%	i	3%
O=C(O)c1ccc2c(c1)S(=O)(=O)c1cc(N3CCN(c4ncccn4)CC3)ccc1C2=O	3.7%	5%	-2.6	8%	.	-8%	.	i	.
COc1ccc(-c2cccc(C(=O)Nc3ccc(OC)c(OC)c3)c2)cc1	0.4%	4%	1.2	-3%	0%	-3%	-6%	i	-6%
COc1ccccc1NC(=S)N1CCN(c2cccc(C)c2C)CC1	-1.0%	12%	-1.1	?	-1%	-19%	?	i	-1%
COc1ccccc1S(=O)(=O)N(C)C[C@@H]1Oc2ncc(-c3ccc(C)cc3)cc2C(=O)N([C@H](C)CO)C[C@@H]1C	0.2%	10%	0.2	-2%	.	3%	.	i	.
CCc1ccccc1NC(=O)c1ccccc1N1C(=O)C2C3C=CC(C3)C2C1=O (stereo not drawn)	-0.9%	15%	-1.6	0%	-1%	-5%	2%	i	1%
COC(=O)[C@]12CCCCC=C1N(Cc1cccc3ccccc13)C(=O)[C@H](CC(=O)N1CCC(c3ccccc3)CC1)C2	-1.1%	15%	-1.6	.	.	3%	.	i	.
COc1ccccc1N1C(=O)CC(Sc2n[nH]c(-c3cccc(C)c3)n2)C1=O (stereo not drawn)	5.9%	8%	-1.6	?	-7%	10%	2%	i	-2%
Cc1ccccc1N(CC(=O)NC1CCCC1)C(=O)C1(C)CC(=O)N=C2C=CC(Cl)=CN21 (stereo not drawn)	-0.7%	2%	-0.5	-6%	-6%	12%	5%	i	4%
CC(=O)c1cccc(NC(=S)NCCCCc2ccccc2)c1	0.7%	19%	-1.0	?	-1%	-14%	-9%	i	0%
Cc1ccc(C)c(OCC(O)CN2CCC(Cc3ccccc3)CC2)c1 (stereo not drawn)	0.4%	3%	-3.2	?	-4%	-2%	3%	.	-3%
CSc1nc(C)c2c(n1)N(c1ccc(C(C)C)cc1)CC2	-0.4%	-6%	1.7	14%	0%	22%	7%	i	-2%

Overlap with the part before: four entries, then new ones.
SMILES	Nrf2 ARE act	EPAC2 ag	CCT modulator	TGFb SMAD3 inh	Mm-Cpn inhibitor	EPAC2 antag	Nrf2 inh	Akt phos inh	A549 tox
Cc1ccccc1N(CC(=O)NC1CCCC1)C(=O)C1(C)CC(=O)N=C2C=CC(Cl)=CN21 (stereo not drawn)	-0.7%	2%	-0.5	-6%	-6%	12%	5%	i	4%
CC(=O)c1cccc(NC(=S)NCCCCc2ccccc2)c1	0.7%	19%	-1.0	?	-1%	-14%	-9%	i	0%
Cc1ccc(C)c(OCC(O)CN2CCC(Cc3ccccc3)CC2)c1 (stereo not drawn)	0.4%	3%	-3.2	?	-4%	-2%	3%	.	-3%
CSc1nc(C)c2c(n1)N(c1ccc(C(C)C)cc1)CC2	-0.4%	-6%	1.7	14%	0%	22%	7%	i	-2%
C[C@H](NC(=O)c1ccccc1)C(=O)OCC(=O)Nc1sccc1C(N)=O	-2.7%	7%	-0.6	3%	0%	-6%	-3%	i	0%
COc1ccccc1NC(=O)COC(=O)c1ccc2c(=O)n3c(nc2c1)CCC3	-1.1%	4%	0.0	-10%	.	1%	.	i	.
BrC(/C=C\c1ccccc1)=N/Nc1nc(N2CCOCC2)nc(N2CCOCC2)n1	?	16%	-3.0	?	0%	-11%	-3%	i	3%
Cc1c(CC(=O)N2CCCCC2)c(=O)oc2cc(O)ccc12	0.4%	.	.	35%[activator]	.	.	13%	.	7%
CCCCNC(=O)C1CC(c2cccc([N+](=O)[O-])c2)=NO1 (stereo not drawn)	0.1%	8%	0.8	-1%	1%	4%	?	i	-4%
CC(=O)Nc1ccc(C(=O)OCC(=O)N(c2ccccc2)C2CCCCC2)cc1	0.0%	-13%	-0.6	-3%	-2%	0%	-5%	i	-4%
O=C(NCC1CCN(C(=O)c2c(F)c(F)c(F)c(F)c2F)CC1)c1c(F)c(F)c(F)c(F)c1F	4.5%	4%	-3.3	-1%	2%	-1%	13%	i	-6%
Cc1cc2nc(C3CCN(Cc4nnnn4Cc4ccccc4)CC3)[nH]c2cc1C	0.0%	9%	0.6	-16%	1%	-2%	?	i	1%
Cc1ccc(NC(=O)CO/N=C(\N)c2nonc2N)cc1C	0.3%	7%	-1.7	8%	-1%	0%	-4%	i	0%
O=C(N=C1SC2CS(=O)(=O)CC2N1c1ccccc1C(F)(F)F)C1CCCO1 (stereo not drawn)	-0.2%	1%	-1.0	-5%	-1%	-20%	1%	i	2%
O=C(O)c1sc2cc(C(F)(F)F)cnc2c1-c1ccccn1	-0.5%	6%	-0.7	1%	1%	23%	-5%	i	-9%
O=C(NCCCN1CCOCC1)c1cc2ccccc2cc1O	2.6%	8%	-1.2	6%	-2%	3%	-9%	i	0%
c1coc(CNc2nc3ccccc3n2CCN2CCOCC2)c1	0.4%	3%	1.8	1%	-2%	14%	0%	i	-1%
CCSc1nnc2c(n1)OC(c1ccc(C(=O)O)cc1)N(C(C)=O)c1ccccc1-2 (stereo not drawn)	-0.1%	-1%	-0.3	4%	-3%	7%	14%	i	0%
CC(=O)c1c(C)n(CCO)c2ccc(O)cc12	-0.4%	5%	-1.7	18%	-2%	3%	-16%	i	-8%
CCOc1ccc(NC(=O)CSc2nncc(=O)n2N)cc1	?	-2%	2.2	5%	0%	11%	12%	i	-2%
C/C(=N/NC(=O)CSc1ccccn1)c1ccc([N+](=O)[O-])cc1	2.5%	1%	-0.2	-5%	2%	3%	8%	i	-8%
CC12CC3CC(C1)CC(C(=O)NNC(=O)c1ccncc1)(C3)C2	-0.7%	7%	-1.8	5%	0%	6%	-18%	i	1%
CCOc1cc(C(=O)NCCN2CCOCC2)cc(OCC)c1OCC	-0.5%	7%	-5.9	-2%	-1%	-7%	7%	i	3%
Cc1cccc(C2NC(=O)c3ccccc3N2)c1 (stereo not drawn)	10%	1%	-1.1	?	.	4%	9%	i	-7%
NNc1ncnc2c1cnn2-c1ccccc1	2.6%	5%	-0.4	?	2%	10%	?	i	-5%
COc1ccc(S(=O)(=O)N2CN(CCc3ccc(OC)c(OC)c3)c3nc4ccccc4nc32)cc1	-0.3%	6%	-1.9	-3%	1%	-7%	-20%	i	0%
COc1cccc(CNC(=O)c2nn(C)c3c2CS(=O)(=O)c2ccccc2-3)c1	-0.4%	.	.	11%	.	.	15%	.	1%
COc1ccc(S(=O)(=O)Nc2cc([N+](=O)[O-])ccc2OC)cc1	0.5%	2%	-0.8	-25%	0%	9%	-7%	i	-14%
O=C(COC(=O)Cn1cnc2ccccc21)Nc1ccc(F)c(F)c1	0.1%	1%	-0.8	-3%	-13%	8%	2%	i	0%
Cc1cc(C)c(NC(=O)C2CC(=O)N(Cc3ccccc3)C2)c(C)c1 (stereo not drawn)	-0.2%	1%	0.9	13%	-1%	2%	-2%	i	-6%
O=C(CCN1C(=O)/C(=C\c2ccccc2Cl)SC1=S)N1CCN(c2ccccc2)CC1	0.1%	12%	-1.7	12%	-1%	0%	-10%	i	1%
CC(=O)Nc1ccc(S(=O)(=O)N(C#N)c2nc(C)cc(C)n2)cc1	-0.4%	7%	1.3	?	-1%	-4%	8%	i	12%
